Screens deposited in PubChem BioAssay by Vanderbilt High Throughput Screening Facility.
Cav32 inh – inhibitors of human Cav3.2 T-type calcium channel. B-score at 10 µM. Cav3.2-expressing cells, Fluo-4 calcium fluorescence FDSS; stronger effect = lower value. hit rate 4% among 100,000. O95180;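 active = single-dose well whose peak fluorescence ratio is a statistical outlier from its plate by either plate-standardised score or position-corrected B-score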
Target sequence (O95180 whole entry, looked up): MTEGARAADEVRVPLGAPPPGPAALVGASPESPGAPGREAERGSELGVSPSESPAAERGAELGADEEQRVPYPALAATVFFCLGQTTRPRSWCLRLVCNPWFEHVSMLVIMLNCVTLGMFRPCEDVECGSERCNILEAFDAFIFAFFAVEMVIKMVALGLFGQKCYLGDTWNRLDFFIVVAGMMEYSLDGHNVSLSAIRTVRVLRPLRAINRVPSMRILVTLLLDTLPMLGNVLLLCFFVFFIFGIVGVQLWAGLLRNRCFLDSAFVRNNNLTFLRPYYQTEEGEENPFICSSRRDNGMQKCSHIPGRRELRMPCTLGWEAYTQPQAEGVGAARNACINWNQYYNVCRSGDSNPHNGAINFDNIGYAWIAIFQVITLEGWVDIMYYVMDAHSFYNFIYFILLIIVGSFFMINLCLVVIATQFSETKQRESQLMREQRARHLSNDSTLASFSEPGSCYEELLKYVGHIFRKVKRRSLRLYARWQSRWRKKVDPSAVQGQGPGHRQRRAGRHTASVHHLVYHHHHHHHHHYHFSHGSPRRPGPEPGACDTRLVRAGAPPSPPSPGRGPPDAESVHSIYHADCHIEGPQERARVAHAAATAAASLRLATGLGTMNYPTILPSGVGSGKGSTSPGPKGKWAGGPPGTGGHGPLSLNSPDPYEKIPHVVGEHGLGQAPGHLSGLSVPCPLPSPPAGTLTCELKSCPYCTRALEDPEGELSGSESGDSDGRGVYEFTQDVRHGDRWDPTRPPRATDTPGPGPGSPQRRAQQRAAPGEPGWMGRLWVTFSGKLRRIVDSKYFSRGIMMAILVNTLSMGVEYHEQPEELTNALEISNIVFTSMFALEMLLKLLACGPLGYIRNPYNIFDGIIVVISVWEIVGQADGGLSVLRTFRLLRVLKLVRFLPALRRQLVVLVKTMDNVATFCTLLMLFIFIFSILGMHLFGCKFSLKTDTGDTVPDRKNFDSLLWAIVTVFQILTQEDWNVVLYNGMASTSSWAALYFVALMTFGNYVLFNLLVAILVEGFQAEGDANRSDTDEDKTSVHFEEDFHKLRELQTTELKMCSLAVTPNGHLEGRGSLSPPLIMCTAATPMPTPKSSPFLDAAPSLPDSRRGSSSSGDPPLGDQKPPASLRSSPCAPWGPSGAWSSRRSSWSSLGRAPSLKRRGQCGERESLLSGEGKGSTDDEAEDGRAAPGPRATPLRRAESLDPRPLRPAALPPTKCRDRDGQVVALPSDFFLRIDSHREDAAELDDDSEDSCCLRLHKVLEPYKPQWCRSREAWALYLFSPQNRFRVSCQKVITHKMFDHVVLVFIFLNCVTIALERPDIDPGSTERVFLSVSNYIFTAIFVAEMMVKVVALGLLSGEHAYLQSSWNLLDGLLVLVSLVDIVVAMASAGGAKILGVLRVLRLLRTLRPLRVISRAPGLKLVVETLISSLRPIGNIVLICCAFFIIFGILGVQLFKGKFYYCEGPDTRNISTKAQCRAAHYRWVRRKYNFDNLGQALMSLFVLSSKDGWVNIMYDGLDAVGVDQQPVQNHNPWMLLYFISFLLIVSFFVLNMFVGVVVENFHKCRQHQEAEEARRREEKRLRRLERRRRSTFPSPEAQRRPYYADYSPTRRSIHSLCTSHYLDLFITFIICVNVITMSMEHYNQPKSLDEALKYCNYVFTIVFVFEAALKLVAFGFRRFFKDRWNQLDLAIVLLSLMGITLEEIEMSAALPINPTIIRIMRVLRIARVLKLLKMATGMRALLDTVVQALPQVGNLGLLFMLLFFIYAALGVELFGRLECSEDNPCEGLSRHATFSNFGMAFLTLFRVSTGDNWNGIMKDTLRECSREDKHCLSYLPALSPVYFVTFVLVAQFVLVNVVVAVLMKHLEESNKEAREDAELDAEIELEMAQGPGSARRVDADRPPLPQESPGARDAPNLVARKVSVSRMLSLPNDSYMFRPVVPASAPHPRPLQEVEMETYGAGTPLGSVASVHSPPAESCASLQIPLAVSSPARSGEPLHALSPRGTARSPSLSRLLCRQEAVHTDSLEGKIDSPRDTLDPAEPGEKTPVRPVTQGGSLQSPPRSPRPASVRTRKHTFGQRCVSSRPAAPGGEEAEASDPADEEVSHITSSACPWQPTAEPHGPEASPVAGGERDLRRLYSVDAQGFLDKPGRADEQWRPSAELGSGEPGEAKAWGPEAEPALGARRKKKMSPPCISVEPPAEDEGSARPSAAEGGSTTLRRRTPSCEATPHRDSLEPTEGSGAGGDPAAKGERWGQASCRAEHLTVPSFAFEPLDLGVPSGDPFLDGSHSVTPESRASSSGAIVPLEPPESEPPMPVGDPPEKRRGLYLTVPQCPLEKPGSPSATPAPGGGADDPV
An asterisk follows results filed as active. Some of the compounds tested. The share of hits here may be higher or lower than overall.

Screening Cc1cc2cc(CCNC(=O)CC(C)C)c(=O)[nH]c2cc1C returned Cav32 inh 0.093.
`CCn1c(C(C)NC(=O)c2ccc(OC)c(OC)c2)nc2ccccc21` (stereo not given) gave Cav32 inh 0.38.
Screening CCSc1nc2c(c(=O)[nH]1)C(c1cccnc1)C(C(=O)OC(C)C)=C(C)N2 (stereo not given) returned Cav32 inh 1.
For Cc1ccc(OCCCC(=O)Nc2ccc(N3CCOCC3)cc2)c(C)c1 the results were Cav32 inh 0.87.
`COc1ccc(NC(=O)c2cc3n(n2)C(C(F)(F)F)CC(c2ccc(OC)cc2)N3)cc1` (stereo not given) gave Cav32 inh -0.77.
Screening O=C(CN1C(=O)c2ccccc2C1=O)Nc1cccnc1 returned Cav32 inh -0.012.
Screening Cc1ccc(CCNC(=O)C2CCC(=O)N2C(C)C)cc1 (stereo not given) returned Cav32 inh -0.33.
Cc1oc(-c2cccc(Cl)c2)[n+]([O-])c1C was read as Cav32 inh 0.97.
Screening CCOC(=O)c1c(C)oc2cc(Br)c(O)c(Br)c12 returned Cav32 inh -2.1.
`Cc1cccc(NC(=S)NNC(=O)CCn2cc(C)cn2)c1` gave Cav32 inh 0.25.
`COc1ccc2[nH]cc(C(=O)CN3CCC(C)CC3)c2c1` gave Cav32 inh 0.51.
Screening Cc1cc(C#N)c2ccccc2n1 returned Cav32 inh -0.1.
For CCC(=O)NC(=S)N1CCN(c2ccc([N+](=O)[O-])cc2Cl)CC1 the results were Cav32 inh 0.86.
`CCOC(=O)C(C)(C)Sc1nc2c(cnn2-c2ccc(Cl)cc2)c(=O)[nH]1` gave Cav32 inh -0.67.
Screening COC(=O)CC1C(=O)NCCN1C(=O)Nc1ccccc1 (stereo not given) returned Cav32 inh 0.21.
`COC(=O)c1ccc(NC(=O)N2CCOCC2)cc1` gave Cav32 inh 0.18.
For Cc1nn(Cc2ccccc2Cl)c(C)c1NC(=O)c1cc(-c2ccc(F)cc2)on1 the results were Cav32 inh -1.7.
CC1CCCN(C/C(O)=C(\C#N)c2nc3ccccc3[nH]2)C1 (stereo not given) was read as Cav32 inh 0.67.
`Cn1c(=O)c2c(nc(CN3CCC(C(N)=O)CC3)n2Cc2ccccc2F)n(C)c1=O` gave Cav32 inh 1.3.
`CCOC(=O)C1=C(C)NC(C)=C(C(=O)OCC)C1C(=O)OC1CCOC1=O` (stereo not given) gave Cav32 inh -0.0096.
`COC(=O)c1ccc(NC(=S)Nc2ccccc2)cc1` gave Cav32 inh 0.93.
CCC(=O)Nc1ccc(C(=O)NNC(=O)c2cccs2)cc1 was read as Cav32 inh 0.59.
Screening COCC(C)n1c(SCC(=O)NCCC2=CCCCC2)nc2ccccc2c1=O (stereo not given) returned Cav32 inh -4.
`CCC(OC(=O)C(NC(=O)c1ccccc1)c1ccccc1)C(=O)Nc1cc(C)on1` (stereo not given) gave Cav32 inh -2.
For CCOc1cc(C(=O)Nc2ccon2)cc(OCC)c1OCC the results were Cav32 inh 0.48.
For ON1C(c2ccccc2C(F)(F)F)N(O)[C@H]2CCCC[C@H]21 (stereo not given in full) the results were Cav32 inh 1.
Screening Cc1cc(C)c(C)c(S(=O)(=O)NCc2ccc(C(=O)N3CCCCC3)cc2)c1C returned Cav32 inh 0.57.
`CCOC(=O)N1CCC(Nc2c(NCCCN(CC)Cc3ccccc3)c(=O)c2=O)CC1` gave Cav32 inh 0.67.
Screening O=C(Nc1ccc2c(c1)OCCO2)N1CCN(c2ccccc2)CC1 returned Cav32 inh 1.
Cn1c(=N)n(CC(=O)C(C)(C)C)c2ccccc21 was read as Cav32 inh 0.54.
`Clc1ccc(NCn2cncn2)nc1` gave Cav32 inh 0.82.
For C#CCOCCOCCOCCNc1nc(N2CCN(C(=O)[C@H](CCC(=O)O)n3cc(C(N)[C@H](C)CC)nn3)CC2)nc(N2CCN(C(=O)[C@H](Cc3ccc(O)cc3)n3cc(C(N)[C@H](C)CC)nn3)CC2)n1 (stereo not given in full) the results were Cav32 inh 0.012.
For O=C(c1cnn2c(C(F)F)cc(-c3ccccc3)nc12)N1CCCc2ccccc21 the results were Cav32 inh -0.12.
Screening CCc1ccccc1Nc1nc(N)nc(COC(=O)c2cccn2C)n1 returned Cav32 inh -0.15.
For CCCCN1CNC(=S)N(c2cc(C)ccc2C)C1 the results were Cav32 inh 0.34.
COc1ccc(C2SCC(=O)N2c2c(C)n(C)n(-c3ccccc3)c2=O)cc1 (stereo not given) was read as Cav32 inh 0.2.
`Nn1c(SCC(=O)N2CCN(S(=O)(=O)c3ccccc3)CC2)nnc1-c1cccs1` gave Cav32 inh 2.3.
O=C(Nc1ccccc1)c1cccc(S(=O)(=O)NCc2ccco2)c1 was read as Cav32 inh 1.
`CCCCC1(C)NC(=O)N(CC(=O)Nc2ccc(S(=O)(=O)N3CCOCC3)cc2)C1=O` (stereo not given) gave Cav32 inh 0.00044.
`O=C1C=C(c2ccc(Cl)cc2)OC2(CCCC2)O1` gave Cav32 inh -0.58.
`Cc1ccc(N(CC(=O)NCc2cccnc2)S(C)(=O)=O)cc1C` gave Cav32 inh 0.037.
CCOC(=O)c1cnn(-c2nc(C)cc(C)n2)c1N was read as Cav32 inh 1.4.
COc1cc(OC)cc(C(=O)N[C@H](C(=O)NC23CC4CC(CC(C4)C2)C3)C(C)C)c1 was read as Cav32 inh -2.9.
Screening CCC(CC)NC(=O)COC(=O)c1cccc(C)c1O returned Cav32 inh -1.2.
COc1cccc(C(=O)N2CCN(S(C)(=O)=O)CC2)c1 was read as Cav32 inh 0.12.
Screening COCc1cc(C)nc(SCC(=O)Nc2cccc(C)c2)c1C#N returned Cav32 inh 0.45.
Screening CCOC(=O)c1csc(NC(=O)CSc2nnnn2-c2ccc(OCC)cc2)n1 returned Cav32 inh -0.81.
For C[C@@H](C(=O)Nc1ccc2ccccc2c1)[C@H]1C[C@]1(C)[C@H](NC(=O)c1cccnc1)c1ccccc1 the results were Cav32 inh -1.6.
Screening CCCCCN(C(=O)NC(=O)Nc1ccccc1C)S(C)(=O)=O returned Cav32 inh -2.
For O=C(COC(=O)c1ccc[nH]c1=O)NCC1CCCO1 (stereo not given) the results were Cav32 inh 0.26.
Clc1cccc(Cl)c1-c1nnc2cccc(Cl)n12 was read as Cav32 inh 1.1.
Screening Cc1ccc(S(=O)(=O)N(C)c2cc(S(=O)(=O)N3CCC(C)CC3)c(C)cc2C)cc1 returned Cav32 inh -3.6.
Screening C#CCNC(=O)C1=C[C@@H](C2CC2)C[C@@H](OCCCCO)O1 returned Cav32 inh 0.24.
Screening CC(C)=CC(=O)NCCc1ccccc1 returned Cav32 inh 0.17.
`COc1ccc(S(=O)(=O)N2CCC(c3cc(-c4cccc5ccccc45)n[nH]3)CC2)cc1` gave Cav32 inh -1.4.
For O=C(CCN1C(=O)C2C3C=CC(C3)C2C1=O)Nc1ccc(F)cc1 (stereo not given) the results were Cav32 inh -1.1.
CCc1ccc(CN2C(=O)CCC2(C)C(=O)NC2CCCC2)cc1 (stereo not given) was read as Cav32 inh 0.44.
For O=C(N/N=C\c1ccc(Cl)s1)c1cccs1 the results were Cav32 inh 0.043.
Cc1c(Cl)c([N+](=O)[O-])nn1CCCC(=O)N1CCN(c2ccccc2)CC1 was read as Cav32 inh 0.28.
CCOC(=O)c1c(NC(=O)CSc2nnc(CNc3ccc(F)cc3)o2)sc(C(C)=O)c1C was read as Cav32 inh -2.4.
For Cn1c2c(c(=O)n(C)c1=O)C(NS(=O)(=O)c1ccc(Cl)cc1)(C(F)(F)F)C(=O)N2 (stereo not given) the results were Cav32 inh 0.73.
`Clc1ccc(C2[C@H]3CN(Cc4cccnc4)[C@H](c4ccccc4)C34CC2(c2cccnc2)C4)cn1` (stereo not given in full) gave Cav32 inh 0.093.
`CC(=O)N1CCN(S(=O)(=O)c2cccc(C(=O)Nc3nc4ccccc4[nH]3)c2)CC1` gave Cav32 inh 1.
For CCOC(=O)CC(C#N)c1cn(C)c2ccccc12 (stereo not given) the results were Cav32 inh 1.2.
`O=c1oc(-c2ccccc2Cl)nc2ccsc12` gave Cav32 inh -1.8.
CCOC(=O)CN1C(=O)C2Cc3ccccc3CN2C1=S (stereo not given) was read as Cav32 inh -0.93.
For CCc1nc2c(sc3nc4c(cc32)COC(C)(C)C4)c(=O)n1Cc1ccco1 the results were Cav32 inh 0.8.
For CCN(CC)CCCN1CC(O)=C(c2nc3ccccc3s2)C1=N the results were Cav32 inh 0.25.
Screening COc1ccc(CNc2ccc3c(c2)nc(C)n3C)cc1 returned Cav32 inh 0.79.
`CCOC(=O)c1[nH]c(CSc2nnnn2-c2ccccc2C)c(C(=O)OCC)c1C` gave Cav32 inh -0.19.
Screening COc1ccc(OC(=O)c2ccncc2)cc1 returned Cav32 inh 0.071.
For Oc1ccc2ccccc2c1/C=N/c1nc2c(s1)CCCC2 the results were Cav32 inh -0.042.
Screening COC(=O)c1ccc(C2C(C(=O)OCC(C)C)=C(C)N=C3SCCC(=O)N32)cc1 (stereo not given) returned Cav32 inh -3.3.
Screening Cc1cc(C)nc(N2CCC(C(=O)NCc3ccccc3)CC2)n1 returned Cav32 inh 1.2.
`O=C(Nc1nnc(SCc2ccc(Cl)cc2)s1)C1CCCO1` (stereo not given) gave Cav32 inh -2.3.
For Clc1ccc(-c2noc(CCCc3ccccc3)n2)cc1 the results were Cav32 inh -0.14.
For CCOC(=O)c1sc(=S)n(Cc2ccccc2)c1N the results were Cav32 inh -6.7*.
`Cc1oc(C(C)(C)C)cc1C(=O)Nc1ccc(C(=O)O)cc1` gave Cav32 inh -0.02.
For CN1C(=O)C2(c3ccccc31)N(C)CC(c1ccccn1)C21SC(=S)N(Cc2ccco2)C1=O (stereo not given) the results were Cav32 inh -4.7*.
For CCC(C)(C)n1nnnc1CN(Cc1cc2cc(OC)c(OC)cc2[nH]c1=O)C1CCCC1 the results were Cav32 inh 1.1.
Screening CCOc1ccc2[nH]c(=O)c(CN(Cc3ccccc3OC)C(=O)c3ccccc3)cc2c1 returned Cav32 inh -0.059.
`O=C(CSc1nnc(-c2ccncc2)n1Cc1ccco1)OC1CCCCC1` gave Cav32 inh -0.071.
`NC(=O)C1(N2CCCCC2)CCN(c2ccc3nnc(-c4ccccc4)n3n2)CC1` gave Cav32 inh 1.8.
For c1ccc(-n2ncc3c(NCCN4CCCCC4)ncnc32)cc1 the results were Cav32 inh 1.2.
`CC(=O)NC1=NC(=O)CS1` gave Cav32 inh 0.46.
Cc1cc2ccccn2c1C(=O)c1nc(N2CCOCC2)ncc1Cl was read as Cav32 inh -0.68.
Screening COCc1cc(C)nc(N2CCc3ccccc32)c1C#N returned Cav32 inh -1.2.
For CCC(=O)Nc1cccc(C2=NOC3(C2)C[C@@H](C(N)=O)N(C(=O)c2ccc(OC)cc2)C3)c1 (stereo not given in full) the results were Cav32 inh 0.28.
For O=C1c2oc3ccccc3c(=O)c2C(c2cccnc2)N1CCCN1CCOCC1 (stereo not given) the results were Cav32 inh -0.78.
Screening CCCn1c(=O)c2ccccc2n2c(Sc3nnnn3-c3ccccc3)nnc12 returned Cav32 inh 0.42.
`N#Cc1ccc(-c2ccc(F)cc2)nc1SCC(=O)Nc1sc2c(c1C#N)CCC2` gave Cav32 inh 0.097.
COc1cc2[nH]c(=O)n(CCC(=O)N3CCc4ccccc4C3)c(=O)c2cc1OC was read as Cav32 inh 0.85.
For COc1ccc(OC)c(/C=N/NC(=O)CSc2nnc(C)n2-c2ccccc2)c1 the results were Cav32 inh 2.
Screening COCCCNC(=O)C1CCN(S(=O)(=O)c2c(C)noc2/C=C\c2ccc(OC)cc2)CC1 returned Cav32 inh -0.055.
Screening CC1(C)Cc2ccccc2-c2nnc(-c3ccc4ccccc4n3)n21 returned Cav32 inh 1.
`C#CCCOC(=O)N1C2=NC(C(=O)OC)=C(C(=O)OC)[C@@H]3N(C)c4ccccc4[C@]23C[C@H]1CO` gave Cav32 inh 0.27.
Screening O=C(Nc1cccc(-c2nnc(-c3ccccc3)o2)c1)c1ccco1 returned Cav32 inh -0.044.
For CCC1=[N+](C)CCn2c(C)ccc21 the results were Cav32 inh 0.95.
O=C(CN(Cc1cccs1)C(=O)CSc1nnc(COc2ccccc2)o1)NC1CCCC1 was read as Cav32 inh -0.02.
Screening Cc1onc(-c2ccccc2Cl)c1C(=O)N1CCN(C/C=C/c2ccccc2)CC1 returned Cav32 inh -2.8.
CCOC(=O)C1CCN(C(=S)Nc2cccc(C)c2)CC1 was read as Cav32 inh -0.093.
CCO[C@@H]1OC(C(=O)NCc2nc3ccccc3[nH]2)=C[C@H](c2coc3ccccc3c2=O)[C@H]1CCCO was read as Cav32 inh 0.36.

By substructure: the compounds so far with an NH in an aromatic ring
Screening Cc1cc2cc(CCNC(=O)CC(C)C)c(=O)[nH]c2cc1C returned Cav32 inh 0.093.
Screening CCSc1nc2c(c(=O)[nH]1)C(c1cccnc1)C(C(=O)OC(C)C)=C(C)N2 (stereo not given) returned Cav32 inh 1.
`COc1ccc2[nH]cc(C(=O)CN3CCC(C)CC3)c2c1` gave Cav32 inh 0.51.
`CCOC(=O)C(C)(C)Sc1nc2c(cnn2-c2ccc(Cl)cc2)c(=O)[nH]1` gave Cav32 inh -0.67.
CC1CCCN(C/C(O)=C(\C#N)c2nc3ccccc3[nH]2)C1 (stereo not given) was read as Cav32 inh 0.67.
For O=C(COC(=O)c1ccc[nH]c1=O)NCC1CCCO1 (stereo not given) the results were Cav32 inh 0.26.
`COc1ccc(S(=O)(=O)N2CCC(c3cc(-c4cccc5ccccc45)n[nH]3)CC2)cc1` gave Cav32 inh -1.4.
`CC(=O)N1CCN(S(=O)(=O)c2cccc(C(=O)Nc3nc4ccccc4[nH]3)c2)CC1` gave Cav32 inh 1.
`CCOC(=O)c1[nH]c(CSc2nnnn2-c2ccccc2C)c(C(=O)OCC)c1C` gave Cav32 inh -0.19.
For CCC(C)(C)n1nnnc1CN(Cc1cc2cc(OC)c(OC)cc2[nH]c1=O)C1CCCC1 the results were Cav32 inh 1.1.
Screening CCOc1ccc2[nH]c(=O)c(CN(Cc3ccccc3OC)C(=O)c3ccccc3)cc2c1 returned Cav32 inh -0.059.
COc1cc2[nH]c(=O)n(CCC(=O)N3CCc4ccccc4C3)c(=O)c2cc1OC was read as Cav32 inh 0.85.
CCO[C@@H]1OC(C(=O)NCc2nc3ccccc3[nH]2)=C[C@H](c2coc3ccccc3c2=O)[C@H]1CCCO was read as Cav32 inh 0.36.
